# Tb PGK inh = T. brucei PGK inhibition; P07378; PGK/GAPDH coupled, Kinase-Glo luminescence, 60 min; Potency, µM (highest dose often 57.5 µM), without a hit: top-dose activity change, negative = inhibition, actives largely listed as inhibitors; hit rate 0.043% among 380,000; AID 602233; further: potency means the concentration at half of the fitted maximal effect; on the % scale 0 is the no-effect control and ±100 the full control effect; nearly all actives have a fitted effect of over 60% in size
# Target sequence (P07378 whole entry, looked up): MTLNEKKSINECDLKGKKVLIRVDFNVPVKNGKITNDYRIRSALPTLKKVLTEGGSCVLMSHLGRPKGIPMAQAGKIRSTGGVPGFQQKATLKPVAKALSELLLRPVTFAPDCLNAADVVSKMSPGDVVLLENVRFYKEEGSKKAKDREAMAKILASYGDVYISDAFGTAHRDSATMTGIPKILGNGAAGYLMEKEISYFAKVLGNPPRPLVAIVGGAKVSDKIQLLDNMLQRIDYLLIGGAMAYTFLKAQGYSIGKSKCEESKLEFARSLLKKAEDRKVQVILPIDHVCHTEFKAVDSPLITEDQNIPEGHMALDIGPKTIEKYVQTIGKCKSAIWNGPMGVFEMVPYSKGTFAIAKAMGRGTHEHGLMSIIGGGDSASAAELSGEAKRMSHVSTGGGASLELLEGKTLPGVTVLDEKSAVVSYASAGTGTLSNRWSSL
#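 Luminescent ATP detection (Kinase-Glo Plus) follows a 60-minute room-temperature incubation, with wells lacking PGK as controls. Buffer: 100 mM TEA (pH 7.6), 5 mM MgCl2, 0.01% Tween-20. Coupling enzyme GAPDH (100 nM final) supplies unstable 1,3-BPG in-well.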
# Pol iota inh = inhibitors of human DNA polymerase iota; Pol iota fluorescent replication assay, 10 min; Potency, µM (highest dose often 115 µM), without a hit: top-dose activity, negative = inhibition, actives largely listed as inhibitors; Q9UNA4; AID 588590; hit rate 1% among 390,000; further: potency means the concentration at half of the fitted maximal effect
#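 Pol iota at 10 nM preincubated 15 min with compounds at room temperature; reaction started with fluorescent substrate, 50 nM final. Fluorescence read kinetically at 0 and 10 min; buffer-only wells as negative control.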
# Pol kappa inh = inhibitors of human DNA polymerase kappa; AID 588579; Potency, µM (doses to about 107 µM), without a hit: top-dose activity, negative = inhibition, actives largely listed as inhibitors; purified Pol kappa, fluorescent DNA synthesis assay, 10 min; Q9UBT6; hit rate 0.53% among 400,000; further: potency means the concentration at half of the fitted maximal effect; on the % scale 0 is the no-effect control and ±100 the full control effect
#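 50 nM final substrate added after 15 min RT preincubation of 10 nM Pol kappa with compound; fluorescence read at 0 and 10 min.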
# POLB inh = blocks human DNA polymerase beta activity; P06746; Pol beta primer extension/strand displacement, fluorescence kinetic; Potency, µM (highest dose often 114 µM), for inactives: at the top dose activity change, negative = inhibition, most hits filed as inhibitors; hit rate 1.3% among 340,000; further: potency means the concentration at half of the fitted maximal effect; on the % scale 0 is the no-effect control and ±100 the full control effect
#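 Pol beta (10 nM) was preincubated with compound for 15 min at room temperature. The reaction was then started with 50 nM substrate and read immediately and after a further 10 min at room temperature.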
# APE1 inh = blocks human APE1 abasic DNA cleavage; P27695; recombinant APE1, TAMRA/BHQ-2 abasic DNA cleavage fluorescence; Potency, µM (series often up to 65.8 µM), for inactives: at the top dose activity change, negative = inhibition, usual class: inhibitors; hit rate 0.35% among 350,000; AID 2517;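 further: potency means the concentration at half of the fitted maximal effect; plate controls were vehicle for no effect and reference inhibitor for full effect; nearly all actives have a fitted effect of over 55% in size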
# Target sequence (P27695 whole entry, looked up): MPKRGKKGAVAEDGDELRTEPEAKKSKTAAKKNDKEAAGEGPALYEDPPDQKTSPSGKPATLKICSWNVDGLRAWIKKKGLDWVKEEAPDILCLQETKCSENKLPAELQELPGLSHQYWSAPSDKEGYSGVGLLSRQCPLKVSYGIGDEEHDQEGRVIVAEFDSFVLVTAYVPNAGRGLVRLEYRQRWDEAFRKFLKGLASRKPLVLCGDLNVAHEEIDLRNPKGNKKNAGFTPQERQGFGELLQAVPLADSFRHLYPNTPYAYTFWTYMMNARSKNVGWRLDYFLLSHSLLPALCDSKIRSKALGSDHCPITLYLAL
#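 Quantitative HTS: incision of a TAMRA/BHQ-2 double-stranded substrate bearing a tetrahydrofuran abasic site by 0.75 nM APE1 raises fluorescence. Substrate 50 nM final, added after 15 min compound preincubation at room temperature; progress as third-minus-first kinetic read difference.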
# RXFP1 antag = blocks the human relaxin receptor RXFP1; Q9HBX9; hit rate 0.59% among 350,000; activity change, negative = inhibition, % at 57.5 µM; HEK293-RXFP1, relaxin-stimulated cAMP HTRF, 30 min; hits give low values;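 active means activity change of -60% or lower, but not beyond a set lower limit; inconclusive means change between -60% and -40%, or beyond the set limit; inactive means change above -40%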; further: on the % scale 0 is the no-effect control and ±100 the full control effect
# BLM inh = Bloom syndrome helicase (human) inhibition; recombinant BLM DNA unwinding, fluorescence dequenching; Potency, µM (series often up to 56.1 µM), without a hit: top-dose activity change, negative = inhibition, most hits filed as inhibitors; hit rate 0.2% among 350,000;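 further: potency means the concentration at half of the fitted maximal effect; plate controls were vehicle for no effect and no enzyme for full effect; nearly all actives have a fitted effect of over 35% in size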
# POLH inh = inhibitors of human DNA polymerase eta | Q9Y253 | recombinant Pol eta, fluorescent DNA replication assay | Potency, µM (series often up to 114 µM), inactives show top-dose activity change, negative = inhibition, actives largely listed as inhibitors | hit rate 1.2% among 390,000 | AID 588591; further: potency means the concentration at half of the fitted maximal effect; on the % scale 0 is the no-effect control and ±100 the full control effect
#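 Pol eta at 10 nM preincubated with compounds 15 min at room temperature; reaction started with fluorescent substrate (50 nM final) and read kinetically at 0 and 10 min.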
# Apoferritin bind = binds horse apoferritin like a general anesthetic; Potency, µM (doses to about 77.5 µM), for inactives: top-dose activity change, negative = displacement, usual class: inhibitors; apoferritin/1-aminoanthracene competitive binding, fluorescence; hit rate 0.074% among 350,000; AID 485281; P02791; further: potency means the concentration at half of the fitted maximal effect; on the % scale 0 is the no-effect control and ±100 the full control effect; nearly all actives have a fitted effect of over 20% in size
# Target sequence (P02791 2-175 limits assumed): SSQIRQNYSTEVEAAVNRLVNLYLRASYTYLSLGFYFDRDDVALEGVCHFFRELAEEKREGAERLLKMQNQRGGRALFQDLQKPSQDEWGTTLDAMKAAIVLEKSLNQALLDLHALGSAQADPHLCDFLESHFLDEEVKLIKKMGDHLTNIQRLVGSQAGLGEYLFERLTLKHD
#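 Apoferritin-based anesthetic binding model; compound displacement of fluorescent 1-AMA measured as endpoint fluorescence after 10 minutes at room temperature, scaled to free-ligand and complex controls.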
# * hit, by the source's call; i = inactive; u = inconclusive; x = no result given; [ ] = another dose, or the depositor's remark. Unless noted, the call rests on the fitted dose curve; in most records, active means well fitted curve in the direction sought with a large enough effect; inconclusive means small, poorly fitted or top-dose-only effect, or another doubt; inactive means no such curve, though single readings can be large; an effect the other way counts as inactive or inconclusive.
Tb PGK inh	Pol iota inh	Pol kappa inh	POLB inh	APE1 inh	RXFP1 antag	BLM inh	POLH inh	Apoferritin bind	Molecule
-0.9%	u	-1.1%	x	x	-11.4	x	-23.1%	x	C=CCNC(=S)N/N=C/c1ccc(-c2ccc(Cl)cc2Cl)o1
2.0%	6.3%	-12.1%	16.8%	x	-0.3	-0.2%	-3.2%	-6.2%	COc1ccccc1NC(=O)Cn1c(=O)n(CCC(=O)NCC2CCCO2)c(=O)c2cc(OC)c(OC)cc21 (stereo not drawn)
-9.8%	27.6%	-4.2%	1.4%	-10.5%	1.0	-3.6%	-15.9%	-3.2%	Cc1cc(C(=O)N(C)CC(=O)Nc2ccc(F)c(F)c2F)no1
-1.9%	19.7%	3.5%	11.9%	6.7%	5.1	-1.8%	-14.1%	10.0%	CSc1nnc(COc2ccc(C)cc2)n1N
3.9%	8.3%	-0.9%	25.3%	10.3%	-9.4	-1.5%	-4.5%	-18.1%	Cn1c(-n2c(-c3ccco3)nc3ccccc3c2=O)nc2ccccc21
-0.5%	15.7%	-4.3%	x	x	1.1	x	-8.0%	x	Cc1cc(C)cc(C(=O)N2CCCCC2)c1
i	-6.0%	1.8%	-0.5%	8.6%	-18.3	-9.5%	-8.3%	12.4%	Cc1cc(NC(=O)CSc2nc3ccccc3n2CC(=O)N2CCC(C)CC2)no1
i	17.4%	-13.8%	x	5.1%	1.0	x	-17.0%	x	Cc1ccc(C2(c3ccccc3)NC(=O)N(CC(=O)NC3CCS(=O)(=O)C3)C2=O)cc1C (stereo not drawn)
-1.0%	12.5%	2.2%	-21.5%	29.0%	4.2	-7.1%	-11.0%	-2.7%	O=C(CCc1ccccc1)NNC(=O)CCc1ccccc1
i	-18.0%	0.5%	20.5%	6.4%	-3.1	2.0%	-9.3%	-15.4%	CC(C)(C)Cc1cc(N)on1
-12.1%	-9.6%	2.7%	14.7%	-1.3%	-20.6	-7.4%	-13.6%	-10.1%	CSc1nc(-c2ccc(Cl)cc2Cl)[nH]c(=O)c1C#N
-6.1%	-5.5%	3.4%	-14.5%	12.0%	-3.5	0.6%	-20.8%	1.7%	Cc1ccccc1C(=O)Nc1ccnc(-c2ccncc2)n1
6.8%	18.1%	-7.4%	3.5%	-8.2%	x	7.8%	-16.8%	7.8%	Cc1ccc[n+](CC(=O)c2ccc(-c3ccccc3)cc2)c1
-4.2%	u	-9.9%	x	-12.0%	0.8	x	-18.8%	x	COc1ccc(S(=O)(=O)N2CCN(C(=O)CC3CC4CCC3C4)CC2)cc1 (stereo not drawn)
3.3%	9.7%	-17.3%	8.6%	-1.7%	-9.7	-5.9%	-9.7%	-9.6%	O=C(c1cc2ccccc2oc1=O)N1CCN(S(=O)(=O)c2ccccc2)CC1
3.0%	-15.2%	-8.1%	-12.9%	-1.5%	7.2	-10.0%	-6.2%	6.5%	COc1cccc(N2CCN(S(=O)(=O)c3cc4c(cc3C)N(C)CCO4)CC2)c1
i	10.1%	-4.8%	2.6%	-22.7%	-22.0	-4.7%	-17.7%	61.1%[activator]	O=C(CSc1ccc(Br)cc1)N1CCN(S(=O)(=O)c2ccccc2)CC1
0.0%	-15.9%	-9.8%	-20.5%	39.7%	2.5	-2.1%	-15.8%	u	Cc1cc(C)cc(NC(=O)c2ccc(NC3=NC4CS(=O)(=O)CC4S3)cc2)c1 (stereo not drawn)
i	95.2%[activator]	-6.5%	28.5%	12.0%	-18.2	2.2%	-22.3%	1.2%	Cc1ccc(NCCC#N)cc1C
i	12.8%	-16.3%	16.0%	13.6%	-12.0	-11.8%	-21.5%	-3.8%	CN(c1ccccc1)S(=O)(=O)c1cccc(NC(=O)c2ccc3ncsc3c2)c1

# Compound profiles, from the list above:
# `CN(c1ccccc1)S(=O)(=O)c1cccc(NC(=O)c2ccc3ncsc3c2)c1` in the list: Tb PGK inh = i; Pol iota inh = 12.8%; Pol kappa inh = -16.3%; POLB inh = 16.0%; APE1 inh = 13.6%; RXFP1 antag = -12.0; BLM inh = -11.8%; POLH inh = -21.5%; Apoferritin bind = -3.8%
# `CSc1nc(-c2ccc(Cl)cc2Cl)[nH]c(=O)c1C#N` in the list: Tb PGK inh = -12.1%; Pol iota inh = -9.6%; Pol kappa inh = 2.7%; POLB inh = 14.7%; APE1 inh = -1.3%; RXFP1 antag = -20.6; BLM inh = -7.4%; POLH inh = -13.6%; Apoferritin bind = -10.1%

# (more compounds)
Tb PGK inh	Pol iota inh	Pol kappa inh	POLB inh	APE1 inh	RXFP1 antag	BLM inh	POLH inh	Apoferritin bind	Molecule
-2.8%	9.5%	-3.4%	18.0%	18.1%	-19.2	-3.2%	0.1%	-0.3%	Cc1cc(NC(=O)CSc2nc(N)c(NC(=O)c3ccc(F)c(F)c3)c(=O)[nH]2)no1
x	x	x	-16.9%	-0.2%	x	-2.0%	x	-10.7%	Cc1[nH]c2ccccc2c1C(=O)CSc1nc2ccccc2c(=O)n1-c1ccccc1F
-3.7%	19.5%	-11.0%	10.1%	17.9%	-3.4	-3.3%	-16.0%	-2.5%	COc1ccc(C(=O)N2CCOC2CNC(=O)C(=O)NCCc2ccccc2OC)cc1 (stereo not drawn)
-3.5%	17.4%	-4.3%	4.7%	-1.3%	1.4	-0.4%	-14.1%	-8.9%	CCCCNc1nc2ccccc2n1CC(=O)Nc1c(C)cccc1CC
7.7%	-8.9%	-20.1%	-13.3%	x	4.2	-5.2%	0.3%	-6.5%	Cc1ccc2c(=O)cc(C(=O)Nc3c(C)n(C)n(-c4ccccc4)c3=O)oc2c1
-1.3%	29.7%	2.1%	x	6.3%	-4.3	x	-17.1%	x	CCCn1c(N)c(N(CCOC)C(=O)CSCC(=O)Nc2cccc(C)c2)c(=O)[nH]c1=O
-9.1%	46.9%[activator]	-1.1%	16.2%	15.8%	0.7	-1.9%	-18.5%	-1.1%	COc1ccc2c(CC(=O)N[C@@H](Cc3ccccc3)C(=O)O)cc(=O)oc2c1
-8.8%	70.7%[activator]	-21.8%	0.7%	x	0.2	-5.8%	-16.8%	3.6%	CCCOc1ccc(C(=O)Nc2ccc3oc(-c4cccc(Cl)c4Cl)nc3c2)cc1
-2.9%	13.4%	5.0%	0.8%	6.7%	-5.6	3.9%	-19.1%	-0.4%	N#C/C(=C/c1ccc(Br)o1)C(N)=O
2.5%	41.0%[activator]	-4.1%	x	x	1.6	x	1.7%	x	CNS(=O)(=O)c1cc(-c2nnc(N3CCOCC3)c3ccccc23)ccc1C
1.2%	u	-4.7%	8.1%	-0.3%	-11.8	-3.9%	-7.4%	-20.4%	Cc1nc(N2CCCCC2)c(C#N)c(C)c1[N+](=O)[O-]
i	8.5%	16.2%	0.6%	61.9%[activator]	-3.0	0.1%	-4.8%	u	COc1cccc(CNC(=O)CCC(=O)n2ncc3cc(C)ccc32)c1OC
-3.2%	133.8%[activator]	-4.3%	8.6%	0.4%	1.6	2.4%	-17.3%	-3.2%	CC(=O)c1cccc(NC(=O)CSC(=O)c2ccccc2)c1
1.0%	-20.4%	-20.0%	x	-5.1%	2.4	x	u	x	NS(=O)(=O)c1ccc(CCNC(=O)c2cc(-c3ccco3)nc3ccccc23)cc1
-1.6%	14.3%	-1.1%	x	16.7%	-6.0	x	-27.3%	x	COc1ccccc1CN(C)CC(=O)Nc1cccc(S(=O)(=O)N2CCCCC2)c1
-4.4%	-1.0%	-21.5%	u	-4.0%	x	-2.6%	-15.3%	u	CCN1CCN(CC(=O)Nc2ccc(Cl)c(Cl)c2)C(=O)C1=O
-10.0%	-5.2%	-27.8%	14.6%	-5.8%	-32.2	-5.1%	-10.3%	-13.5%	Cc1cccc(-c2cc3nc4c(c(NCc5ccco5)n3n2)CCCC4)c1
-2.3%	8.0%	-22.1%	14.4%	12.2%	0.5	-4.5%	-12.3%	3.1%	Cc1ccc(-c2nnc(CSc3nnc(COc4ccccc4)n3-c3ccc(C)cc3)o2)cc1
-6.7%	2.6%	-17.5%	-6.5%	0.6%	4.1	-2.1%	0.0%	1.9%	CCCCN(C)C/C(O)=C(\C#N)c1nc(-c2ccccc2)cs1
i	119.5%[activator]	2.8%	0.1%	-4.2%	-14.9	-2.3%	-10.7%	-3.4%	Cc1cccn2c(CN3CCNC(=O)CC3)c(C(=O)N(C)CCc3ccccc3)nc12
3.4%	9.3%	-14.6%	10.8%	x	x	-1.5%	-5.3%	-14.3%	COc1ccccc1-c1noc(CCC(=O)Nc2ccc(C)cc2C)n1
0.2%	7.7%	-7.7%	0.8%	-3.1%	x	-4.2%	-13.2%	-3.9%	NC(=O)NC1CCCc2c1[nH]c1ccc(Cl)cc21 (stereo not drawn)
-3.7%	80.3%[activator]	1.6%	22.5%	4.2%	-1.1	-1.6%	6.8%	-10.4%	Cc1ccc(NC(=O)c2cc(C)nc3ccccc23)c(Br)c1
-1.8%	-8.8%	-3.7%	x	-10.2%	8.3	x	-19.8%	x	COc1cccc(CNC(=O)COC(=O)c2ccc(C(=O)c3ccccc3)cc2)c1
-6.3%	85.1%[activator]	-2.5%	18.6%	19.3%	-10.6	-3.9%	-6.1%	-8.9%	O=C(C[n+]1ccc(C(=O)NCc2ccccc2)cc1)c1ccc2c(c1)OCCO2
-4.1%	-1.7%	-5.5%	-18.9%	2.6%	2.3	-2.1%	-13.2%	-1.6%	OCC(CO)(CO)n1cnnn1
-5.3%	77.5%[activator]	3.4%	x	17.3%	8.9	x	-21.3%	x	O=C(CC1SC(N2CCOCC2)=NC1=O)Nc1ccc(Cl)cc1 (stereo not drawn)
-4.0%	16.1%	-9.5%	-0.7%	15.2%	-0.9	-1.5%	-21.5%	-5.3%	CCOC(=O)C1(Cc2cccc(OC)c2)CCCN(C(=O)c2cc(C)on2)C1 (stereo not drawn)
-2.4%	23.7%	2.6%	x	35.3%	-3.4	x	-14.7%	x	Cc1ccc(NC(=O)C(C)SCC(=O)Nc2ccc(F)cc2)cc1S(=O)(=O)N1CCOCC1 (stereo not drawn)
i	6.8%	-2.5%	x	5.3%	0.0	x	-19.3%	x	CC(C)c1ccc(/C=C/C(=O)NCCCN2CCOCC2)cc1

# Assay outcomes deposited in PubChem BioAssay by National Center for Advancing Translational Sciences (NCATS).

# A portion of the library. The share of hits here may be higher or lower than overall.
